mcGAS RapidFire: inhibitors of Mus musculus cyclic GMP-AMP synthase, initial high-throughput assay, cell-free, RapidFire MS; inhibition, % at 12.5 µM; Q8C6L5; 130,000 compounds, 0.18% hits; recombinant mouse cGAS, cGAMP by RapidFire MS;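 active = inhibition of cGAS enzyme activity at or above 60%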;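 also: enzyme stimulated by 45 bp dsDNA with ATP and GTP substrates; cGAMP share of summed cGAMP plus half ATP and half GTP signals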
Target sequence (Q8C6L5 whole entry, looked up): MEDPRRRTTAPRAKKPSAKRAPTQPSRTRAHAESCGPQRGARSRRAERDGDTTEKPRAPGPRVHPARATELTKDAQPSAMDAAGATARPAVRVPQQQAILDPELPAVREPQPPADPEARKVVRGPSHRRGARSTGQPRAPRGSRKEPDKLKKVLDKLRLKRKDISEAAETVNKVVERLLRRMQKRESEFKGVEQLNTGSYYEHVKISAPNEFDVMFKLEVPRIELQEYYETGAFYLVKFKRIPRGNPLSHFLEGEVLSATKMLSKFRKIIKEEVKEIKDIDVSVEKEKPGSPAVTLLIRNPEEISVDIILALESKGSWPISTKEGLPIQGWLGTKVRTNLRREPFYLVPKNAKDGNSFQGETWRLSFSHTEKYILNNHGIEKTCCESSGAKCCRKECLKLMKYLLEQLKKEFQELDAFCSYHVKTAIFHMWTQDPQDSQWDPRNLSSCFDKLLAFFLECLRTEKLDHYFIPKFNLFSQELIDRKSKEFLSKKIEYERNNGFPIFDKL
An asterisk follows results filed as active; & = joins results of further samples. An excerpt; rates above refer to the full screens.

mcGAS RapidFire	Molecule
-3	CC1CCCCN1C1CN(c2nc(-c3cccnc3)nc3c2cnn3C)C1 (stereo unspecified)
-9	CCc1noc(C)c1C(=O)NCc1cnn(C(C)C)c1
-6	CC(C(=O)Nc1ccc(F)cc1Cl)N1CCN(C(=O)C2CC2)CC1 (stereo unspecified)
5	COC(=O)Cc1cc(=O)[nH]c(N=C(N)Nc2ccccc2OC)n1
-5	CN1CCCN(C(=O)c2ccsc2)c2cc(F)ccc21
-15	Cc1ccsc1-c1nc(Cn2c(CO)nc3ccccc32)c(C)o1
-9	CC(=NCCO)C1=C(O)CC(C)(C)CC1=O
-4	COc1cn(C)c(C(=O)NC(C)c2ccccc2)cc1=O (stereo unspecified)
4	Cc1ccc(CN2CCN(Cc3c(C)n(C)n(-c4ccccc4)c3=O)CC2CCO)o1 (stereo unspecified)
-7	CCCCCc1c2c(cc(O)c1C(=O)O)OC(=O)c1c(cc(OC)cc1C(=O)CCCC)O2

Laid out differently: entries from further up
CC(C(=O)Nc1ccc(F)cc1Cl)N1CCN(C(=O)C2CC2)CC1 (stereo unspecified)
- mcGAS RapidFire = -6

COC(=O)Cc1cc(=O)[nH]c(N=C(N)Nc2ccccc2OC)n1
- mcGAS RapidFire = 5

CN1CCCN(C(=O)c2ccsc2)c2cc(F)ccc21
- mcGAS RapidFire = -5

Cc1ccsc1-c1nc(Cn2c(CO)nc3ccccc32)c(C)o1
- mcGAS RapidFire = -15

Reprinted at random: five records from the list, in no set order.
mcGAS RapidFire	Molecule
-9	CCc1noc(C)c1C(=O)NCc1cnn(C(C)C)c1
-3	CC1CCCCN1C1CN(c2nc(-c3cccnc3)nc3c2cnn3C)C1 (stereo unspecified)
-6	CC(C(=O)Nc1ccc(F)cc1Cl)N1CCN(C(=O)C2CC2)CC1 (stereo unspecified)
-7	CCCCCc1c2c(cc(O)c1C(=O)O)OC(=O)c1c(cc(OC)cc1C(=O)CCCC)O2
-15	Cc1ccsc1-c1nc(Cn2c(CO)nc3ccccc32)c(C)o1

(listing goes on)
mcGAS RapidFire	Molecule
-9	Cc1cc(NC(=O)CSC(C)c2ccc(F)cc2)n(C)n1 (stereo unspecified)
9	CCS(=O)(=O)NCCCn1nc(-c2ccco2)ccc1=O
-10	CC(NC(=O)C12CCC(=O)N1CCS2)C12CC3CC(CC(C3)C1)C2 (stereo unspecified)
-8	CCCOc1ccc(C2c3c(oc4ccc(C)cc4c3=O)C(=O)N2c2nccs2)cc1 (stereo unspecified)
9	Cc1ccc(C(C)C)c(OCC(=O)Nc2cc(S(=O)(=O)N3CCOCC3)ccc2C)c1
-5	Cc1ccc(Cn2cc(SCC(N)=O)c3ccccc32)cc1
-4&7	CC1CCc2c(sc3ncn4nnnc4c23)C1 (stereo unspecified)
-10	CCN(CC)CCNC(=O)CN1C(=O)COc2ccc(C(=O)COc3cccc(Cl)c3)cc21
-4	COc1ccccc1CC1CCCN(C(=O)CN2C(=O)C(CC(C)C)NC(=O)c3ccccc32)C1 (stereo unspecified)
-3	Cc1cccc(COCC2CN(C(=O)c3ccc(OC(F)F)cc3)CCO2)c1 (stereo unspecified)
-15	O=C(CN(C(=O)c1cccc2ccccc12)C1CC1)NC1CC1
2	O=S(=O)(NCCOc1cc(N2CCCC2)ncn1)c1ccc(Cl)s1
-1	CCOC(=O)c1nn(-c2ccc(F)c(Cl)c2)cc1O
-9	CC(c1ccccn1)N(C)Cc1ccc2nonc2c1 (stereo unspecified)
-7	N#CCSc1nc(Nc2ccc3c(c2)OCO3)c2ccccc2n1
8	CS(=O)(=O)C(C#N)=Cc1ccc(Cl)cc1
-19	CCn1c(C2CCCNC2)nn(CCc2cccc3ccccc23)c1=O (stereo unspecified)
-2	CC(C)n1ncc2c1N=C1CC(C)(C)CC(=O)C1C2c1ccccc1 (stereo unspecified)
-3	CN(C)c1ccc(N=Nc2ccccc2Br)cc1
-3	COc1ccc([C@H]2[C@@H](C(=O)NCC3COc4ccccc4O3)c3ccccc3C(=O)N2Cc2ccccc2)cc1 (stereo partly specified)

Exported as labelled records: entries from further up
CC1CCCCN1C1CN(c2nc(-c3cccnc3)nc3c2cnn3C)C1 (stereo unspecified)
  mcGAS RapidFire: -3
CCc1noc(C)c1C(=O)NCc1cnn(C(C)C)c1
  mcGAS RapidFire: -9
CC(C(=O)Nc1ccc(F)cc1Cl)N1CCN(C(=O)C2CC2)CC1 (stereo unspecified)
  mcGAS RapidFire: -6
COC(=O)Cc1cc(=O)[nH]c(N=C(N)Nc2ccccc2OC)n1
  mcGAS RapidFire: 5

Additional compounds follow.
mcGAS RapidFire	Molecule
53	O=C(C1=C(O)c2ccccc2S(=O)(=O)N1)c1ccc(Cl)s1
-6	CCCCC(=O)NC1(C(F)(F)F)C(=O)N(Cc2ccco2)C(C)=C1C(=O)OC (stereo unspecified)
93*	Cc1ccc(C(=O)Nc2ccc(S(=O)(=O)O)c3cc(S(=O)(=O)O)cc(S(=O)(=O)O)c23)cc1NC(=O)c1cccc(NC(=O)Nc2cccc(C(=O)Nc3cc(C(=O)Nc4ccc(S(=O)(=O)O)c5cc(S(=O)(=O)O)cc(S(=O)(=O)O)c45)ccc3C)c2)c1
-8	Cc1nc(Nc2ccc3nc(C)sc3c2)c2c3c(sc2n1)CCC3
-11	COc1cccc(CN2CCNC(=O)C2CC(=O)NC2CCCC2)c1OC (stereo unspecified)
2	CCN1CCC[C@H]1CNC(=O)c1c(O)c(Cl)cc(Cl)c1OC
-12&4	Nc1nnc(-c2cccnc2)s1
1	CC(C)CCN1CCNC(=O)C1CC(=O)NCCCn1cccn1 (stereo unspecified)
-2	COC(=O)N1CCC(NC(=O)c2c(-c3ccc(F)cc3)noc2C)CC1
14	CC(C)c1cc(C(=O)O)nc2nncn12
9	CC(=O)NC(O)C(=O)c1ccco1 (stereo unspecified)
2	CN(CC(=O)NC1CC1)C(=O)/C=C/c1cccnc1
7	O=C(c1ccc(Cl)cc1)N1CCCCC(Sc2nnnn2C2CC2)C1=O (stereo unspecified)
-8	CC(C)N(Cc1nccn1C)C(=O)C1CC(=O)N(C)c2ccccc21 (stereo unspecified)
-1	Cn1cnc(S(=O)(=O)NCC2(c3ccccc3)CCCCC2)c1Cl
0	CC(=O)Nc1cccc(NC(=O)c2cc3c(cn2)CN(Cc2ccccn2)C3)c1
-3	CCCOn1nnnc1-c1ccccc1
10	C=CCc1cc([N+](=O)[O-])ccc1O
-14	CN(Cc1ccc2nsnc2c1)CC1CCCN(CCc2ccc(F)cc2)C1 (stereo unspecified)
-7	O=C1NC(c2ccc(F)cc2)Nc2c1sc(=S)n2-c1ccccc1 (stereo unspecified)
-15	CN(C)c1nc(Cl)c(CN2CCC(OCc3ccccc3)CC2)s1
-15	CC(C)C(=O)N1CCC(NCCN2CCCCC2CO)CC1 (stereo unspecified)
0	COc1ccc(S(=O)(=O)N(CC(=O)N[C@@]2(c3ccccc3)CCCC[C@H]2O)c2ccccn2)cc1
2	Cc1onc(-c2ccccc2)c1C(=O)NC1CCc2[nH]c3ccccc3c2C1 (stereo unspecified)
-8	Cc1c(F)cccc1N1C(=O)CSC1c1ccccc1N (stereo unspecified)
-9	OCCNCc1cccc(Cl)c1Cl
-4	O=C(Nc1ccccc1)C1COc2ccc(Cl)cc2C1 (stereo unspecified)
-12	CCc1ocnc1C(=O)NC1CC(=O)N(Cc2cccc3ccccc23)C1 (stereo unspecified)
-8	c1ccc(CCc2noc(CN3CCC(c4ccncc4)CC3)n2)cc1
-13	O=C(CC1=CCNCC1)N1CCC(c2n[nH]c(=O)n2-c2ccccc2)CC1
2	C=CCSc1nc2c(c(=O)[nH]1)C(c1ccccc1)C(C(=O)C(C)C)=C(C)N2 (stereo unspecified)
-10	Cn1c(SCC(=O)Nc2ccc(F)cc2)nc2ccsc2c1=O
1	COc1ccc(-c2nnc(CNC(C)c3ccccc3Br)o2)cc1 (stereo unspecified)
-27	Cc1cc(C)cc(CCC(=O)NCc2ccc(S(N)(=O)=O)cc2)c1
3	Cc1nccn1CC1CCCN(C(=O)Nc2nnc(Cc3ccccc3)s2)C1 (stereo unspecified)
-2	Cc1cc(I)ccc1N=Cc1nc(-c2ccc(Br)cc2)oc1O
7	O=C(Cn1cnc2c(nnn2Cc2ccccc2F)c1=O)N1CCCC1
-9	Clc1cccc(Oc2ncnc3c2oc2ccccc23)c1
-13	Cc1cccc(OCCN2C(=O)C3(OCCCO3)c3cc(C)ccc32)c1
-8	NC(=O)c1cnn2c1NCC(CNCC1(c3ccccc3)CCCC1)C2 (stereo unspecified)
-30	N[C@@H]1CC[C@@H](NS(=O)(=O)c2ccccc2OC(F)(F)F)C1
3	COc1ccc(-c2ccc(-c3noc(-c4ccc(OC)c(OC)c4)n3)c(OC)n2)cc1
18	Cc1ncc2c(n1)CCN(c1cc(Cl)nc(N)n1)C2
-7	O=C(Cn1nc(C2CC2)c2cnn(-c3ccc(F)cc3)c2c1=O)Nc1ccccc1
-17&-11	CC(C)NCC(O)COc1ccc(CC(N)=O)cc1 (stereo unspecified)
-11	Cc1cc(N2CCCC2)nc(Nc2ccc(NS(=O)(=O)c3ccc4nc(C)sc4c3)cc2)n1
-7	CCN(CC)Cc1ccccc1CNC(=O)CCn1cnc2sc(C)c(C)c2c1=O
-9	CN(CCC#N)S(=O)(=O)c1ccc(Br)cc1
-2	CC(N)=C(C#N)C(=O)CSc1n[nH]c(C(C)C)n1
-15	CCC1CN(CCCn2c(=O)oc3ccccc32)CCN1CCOC (stereo unspecified)

The results go on:
mcGAS RapidFire	Molecule
-29	COC(=O)C(NC(=O)c1cnn2ccn(C)c12)c1cccc(C)c1 (stereo unspecified)
-5	Cc1ccc(C(=O)Nc2nc(CN3CCCC(C)C3)cs2)cc1NC(=O)c1ccco1 (stereo unspecified)
3	C=c1ccccc1=C1NN=C(SC(C)c2nc3ccccc3c(=O)[nH]2)O1 (stereo unspecified)
-7	CC(C)C1N=C2c3ccccc3N=C(SCc3cc(=O)n4cc(Cl)ccc4n3)N2C1=O (stereo unspecified)
-6	Cc1cc(C(=O)OCCN2CCN(C(=O)C3CCC3)CC2)c(C)o1
-4	COc1ccc(C)cc1NC(=O)NC1C2COCC1CN(CCOc1ccccc1)C2 (stereo unspecified)
-8	COc1ccc(C(=O)NC2CCCCC2)cc1Br
2	Cc1ccc(C)c(-n2cnnc2SCC(=O)N2CCCCC2C)c1 (stereo unspecified)
-14	CC(=O)N1CCC(Oc2ccc(Cl)cc2C(=O)NCCOc2cccnc2)CC1
-3	CCN(CC)S(=O)(=O)c1ccc(S(=O)(=O)N(C)C)cc1
-4	CCc1oc(C(=O)OC)cc1CN1CCCCC1C(C)O (stereo unspecified)
-5	Cc1cc(=O)[nH]c(-n2nc(C3CC3)cc2NC(=O)c2ccccc2C(F)(F)F)n1
-11	CN(c1ncccc1C(=O)NC1C=CS(=O)(=O)C1)C1CCCCC1 (stereo unspecified)
-5	Cc1ccc(C(O)c2ncc(-c3cccc4ccccc34)[nH]2)cc1F (stereo unspecified)
-14	NC(=O)C(Oc1ccc(F)c(Cl)c1)c1ccccc1 (stereo unspecified)
-9	CCOC(=O)C1CCCN(c2ccc(-c3nc(C)no3)cn2)C1 (stereo unspecified)
-10	Cc1[nH]cnc1-c1n[nH]c(=O)n1CCc1ccccc1
-2	CCc1nsc(SC2CCN(C(C)C)C2=O)n1 (stereo unspecified)
-4	Cc1cc(C(=O)CSc2nnc(C3CC3)n2C2CC2)c(C)n1Cc1cccs1
-5	COc1ccc(C2Oc3ccccc3N2C(C)=O)cc1 (stereo unspecified)

In the list so far, these have a COOH group.
mcGAS RapidFire	Molecule
-7	CCCCCc1c2c(cc(O)c1C(=O)O)OC(=O)c1c(cc(OC)cc1C(=O)CCCC)O2
14	CC(C)c1cc(C(=O)O)nc2nncn12

Next part:
mcGAS RapidFire	Molecule
-18	Cn1cc(CN2CCC(C(O)c3cccs3)CC2)c(-c2cccc(Cl)c2)n1 (stereo unspecified)
-1	OCc1ccc(Oc2ccc(Br)cc2)c(F)c1
-5	O=C(O)CCn1cc(/C=C\C(=O)c2ccc(F)cc2)c(-c2cccc(Cl)c2)n1
-18	O=C(Cn1nnc(-c2cccs2)n1)NC(=O)NCCC1=CCCCC1
6	CCN(c1ccc(Nc2ccc(C#N)cn2)cc1)C(C)C
-4	Cc1nnnn1-c1cc(NC(=O)N2CCCCCC2)ccc1F
-3	CC(C)(C)c1ccc(S(=O)(=O)NC(=O)C2(C)CCN2C(=O)C2CC2)cc1 (stereo unspecified)
-10	CCCS(=O)(=O)N1CCCC(C(=O)NCCCSC2CCCCC2)C1 (stereo unspecified)
1	Cc1nn(C)c(Cl)c1CNCC(=O)N(C)C
-5	CC12CC(=O)C(C)(C1)C1C(=O)N(c3ccc(N4C(=O)C5C(C4=O)C4(C)CC5(C)CC4=O)cc3)C(=O)C12 (stereo unspecified)
-14	[O-][n+]1onc2c1CCc1c-2nc(-c2ccccc2F)n1O
-19	CC(c1cccs1)N(C)C(=O)COc1ccc(F)cc1 (stereo unspecified)
-21	O=C(CC1COCCN1)NCC1(c2cccc(F)c2)CCOCC1 (stereo unspecified)
8	CCn1ccc(C(=O)Nc2sc3c(c2-c2nc4ccccc4s2)CCN(C)C3)n1
-6	CCC(=O)N1CCN(c2ccc(Nc3ccccn3)nn2)CC1
-28	COc1ccc(-c2ccno2)cc1S(=O)(=O)N1C[C@H]2CC=CC[C@H]2C1
11	CCCCC(C)n1[nH]c(=O)c2c(C)cc(=O)[nH]c21 (stereo unspecified)
-19	Cn1c(-c2ccc(C3NCCc4[nH]cnc43)o2)nc2ccccc21 (stereo unspecified)
-9	COc1cc(OC)cc(C2=NC(=CC3=Cc4ccc(OC)cc4OC3)C(=O)O2)c1
-7	COc1cn2c(cc1=O)C(=O)N(CCNC(=O)C1c3ccccc3Oc3ccccc31)CC2
-10	CCN(CC)CCOC(=O)C1(c2ccc([N+](=O)[O-])cc2)CCCC1

High-throughput results as filed in PubChem BioAssay.
